L3MBTL1 inh – qHTS Assay for the Inhibitors of L3MBTL1 | Lethal(3)malignant brain tumor-like protein 1 (Homo sapiens), Q9Y468 | AlphaScreen L3MBTL1–H3K9me1 peptide binding | Potency, µM (highest dose often 57.1 µM), inactives show top-dose activity, negative = inhibition, usual class: inhibitors | 230,000 compounds, 0.66% hits | AID 485360, 2010; active = well fitted inhibition curve with a large enough effect; inconclusive = small, poorly fitted or top-dose-only effect; inactive = no such curve, though single readings can be large or run the other way; also: nearly all actives have a fitted effect of over 60% in size
Target sequence (Q9Y468 whole entry, looked up): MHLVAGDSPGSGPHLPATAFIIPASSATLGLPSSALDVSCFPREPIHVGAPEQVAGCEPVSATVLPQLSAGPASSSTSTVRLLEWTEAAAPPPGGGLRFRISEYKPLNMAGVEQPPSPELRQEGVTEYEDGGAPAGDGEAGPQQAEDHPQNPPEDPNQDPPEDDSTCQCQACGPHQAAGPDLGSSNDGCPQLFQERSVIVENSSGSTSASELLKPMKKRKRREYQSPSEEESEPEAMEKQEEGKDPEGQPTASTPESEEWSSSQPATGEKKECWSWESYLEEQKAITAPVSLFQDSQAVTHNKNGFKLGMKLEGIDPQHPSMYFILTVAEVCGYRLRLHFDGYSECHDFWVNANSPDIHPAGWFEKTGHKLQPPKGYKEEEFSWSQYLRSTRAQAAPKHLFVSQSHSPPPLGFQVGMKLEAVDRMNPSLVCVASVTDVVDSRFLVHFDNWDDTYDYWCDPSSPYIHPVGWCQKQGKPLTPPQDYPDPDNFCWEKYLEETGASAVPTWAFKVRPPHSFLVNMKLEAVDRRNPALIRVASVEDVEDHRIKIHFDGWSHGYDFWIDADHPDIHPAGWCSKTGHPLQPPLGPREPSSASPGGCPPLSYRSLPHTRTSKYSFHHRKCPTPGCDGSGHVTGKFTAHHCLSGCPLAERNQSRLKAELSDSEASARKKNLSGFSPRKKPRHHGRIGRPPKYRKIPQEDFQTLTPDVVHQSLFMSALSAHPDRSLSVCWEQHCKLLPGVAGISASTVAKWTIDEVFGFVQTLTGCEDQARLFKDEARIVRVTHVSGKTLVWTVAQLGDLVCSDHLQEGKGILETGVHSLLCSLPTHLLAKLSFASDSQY
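Read-out is AlphaScreen signal from streptavidin donor and nickel chelate acceptor beads (10 ug/mL final each) bridging L3MBTL1 (50 nM) and biotinylated K9-monomethylated H3(1-15) peptide (75 nM), after 30 min compound exposure at room temperature.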
An asterisk follows results filed as active; ? = inconclusive; & = joins results of further samples; [ ] = dose if it differs, or a comment. % is scaled to controls: 0 for no effect and ±100 for the full control effect; potency is read from the fitted curve at half-maximal effect. This is a subset (hit frequency here may not be typical).

item	SMILES	L3MBTL1 inh
1	COc1ccc(OC)c(NC(=O)CSc2nc(-c3ccccc3)cc(=O)[nH]2)c1	-2.3%
2	COc1cc(N)c(Cl)cc1C(=O)OCC(=O)N1CCCCCC1	5.4%
3	CSc1ccc(CN2CCSCC2)cc1	-3.8%
4	COc1ccccc1CNC(=O)CCNC(=O)c1ccco1	-3.7%
5	CCc1ccc(N=C2NC(=O)/C(=C/c3cc(OC)c(O)c(OC)c3)S2)cc1	-4.7%
6	Cc1csc(SC(C)C(=O)Nc2ccc(F)cc2Cl)n1 (centres undefined)	11.7%
7	COc1ccccc1CNC(=O)c1ccncc1	11.6%
8	CC(=O)N1N=C(c2cccc(O)c2)CC1c1cccs1 (centres undefined)	-0.4%
9	COc1ccc(S(=O)(=O)N2CCOCC2)cc1NC(=O)CSc1ccc(F)cc1	-4.7%
10	CC(=O)CSc1nc2c(c(=O)[nH]c(=O)n2C)n1CCCc1ccccc1	-0.5%
11	CCCCn1c(N)c(N(CCC(C)C)C(=O)c2ccc(C)o2)c(=O)[nH]c1=O	-3.1%
12	CN(C)CCCN(C(=O)c1ccco1)c1nc(-c2ccc(Cl)cc2)cs1	-0.3%
13	CCCCCCSc1ccc([C@H]2N[C@@](CC(C)C)(C(=O)OC)[C@H]3C(=O)N(C)C(=O)[C@@H]23)cc1OC	2.4%
14	O=S(=O)(Nc1cc(Cl)ccc1-n1cncn1)c1ccccc1Cl	-1.1%
15	O=C(O)c1cc([N+](=O)[O-])ccc1NCc1cccnc1	4.6%
16	CC1CCC(NC(=O)CN2CCN(S(=O)(=O)c3cccs3)CC2)CC1 (centres undefined)	5.3%
17	O=C(Nc1nc(-c2ccccn2)cs1)c1cc(S(=O)(=O)N2CCOCC2)ccc1F	?
18	COc1ccc(C(C)=O)cc1COC(=O)[C@H](Cc1ccccc1)NC(=O)c1ccco1	6.4%
19	COc1ccc(S(=O)(=O)N2CCCCC2)cc1NC(=O)Cc1ccsc1	2.2%
20	O=C(NCCC1=CCCCC1)c1cccc(S(=O)(=O)N2CCCCC2)c1	-1.4%
21	NS(=O)(=O)c1ccc(N2CCOCC2)c(C(=O)NCc2ccc3c(c2)OCO3)c1	5.7%
22	CN(Cc1ccccc1)C(=O)COC(=O)C1CCN(S(=O)(=O)c2ccc3c(c2)OCCO3)CC1	2.5%
23	CC(=O)c1cccc(NC(=O)COc2cc(C)on2)c1	-5.5%
24	CC(=O)c1ccc(OC(C)C(=O)Nc2cccc(S(=O)(=O)NCc3ccco3)c2)cc1 (centres undefined)	-6.3%
25	N#CCC(=O)Nc1ccc(C(=O)OCC(=O)Nc2ccc3ccccc3c2)cc1	-11.5%
26	CCC(C)Sc1cccc(-c2nc3cc(C)ccn3c2NC2CCCCC2)c1 (centres undefined)	-10.7%
27	CC(C)NC(=O)N(C)C[C@H]1Oc2ccc(NS(=O)(=O)c3ccc(Cl)cc3)cc2CC(=O)N([C@@H](C)CO)C[C@@H]1C	5.3%
28	O=C(C1CC(=O)N(C2CCCC2)C1)N1CCN(c2cccc(C(F)(F)F)c2)CC1 (centres undefined)	3.7%
29	COc1ccc(CCN2C(=O)CSC2c2cccc([N+](=O)[O-])c2)cc1OC (centres undefined)	-3.7%
30	c1ccc(CNc2ccccn2)cc1	-10.8%
31	CC(C)CC(=O)N1CCN(Cc2ccc3ccccc3c2)CC1	2.9%[2.29 µM]
32	CCCn1c(N)c(C(=O)CSc2n[nH]c(-c3ccccc3F)n2)c(=O)n(C)c1=O	3.6%
33	Cc1ccc2c(c1)cc(C(=O)NCc1ccccc1)n2C	43.5%[activator]
34	CC(=O)O[C@H](COc1c2ccoc2cc2oc(=O)ccc12)C(C)(C)O	-0.1%
35	O=C(COC(=O)/C=C/c1ccc(C(F)(F)F)cc1)NCC1CCCO1 (centres undefined)	5.8%
36	CC(=O)NC(CC(=O)OCC(=O)Nc1cc(S(=O)(=O)N2CCCCC2)ccc1C)c1ccccc1 (centres undefined)	5.5%
37	COc1ccc(NC(=O)COc2ccccc2Cc2ccccc2)cc1S(=O)(=O)N1CCOCC1	-2.5%
38	Nc1c(N(Cc2ccco2)C(=O)c2ccc(Cl)cc2)c(=O)[nH]c(=O)n1Cc1ccccc1	-1.7%
39	C=CCOc1ccccc1/C=N/NC(=O)Cc1ccccc1	-7.1%[2.29 µM]
40	O=C(Nc1cccc(/C=C/c2ccccn2)c1)c1ccc(-n2cncn2)cc1	-1.8%
41	O=C(COC(=O)/C=C/c1cccc([N+](=O)[O-])c1)Nc1cccnc1Cl	-0.1%
42	COC(=O)c1ccc(NC(=O)c2ccc3nc(C)sc3c2)cc1	-0.5%
43	CC(=O)Nc1ccc(NC(=O)C(C)OC(=O)CCCN=C2NS(=O)(=O)c3ccccc32)cc1 (centres undefined)	6.4%
44	O=S(=O)(Nc1cc(S(=O)(=O)N2CCOCC2)ccc1NCC1CCCO1)c1ccccc1F (centres undefined)	0.0%
45	CN(c1ccccc1)S(=O)(=O)c1ccc(Cl)c(C(=O)Nc2ccccc2N2CCOCC2)c1	6.7%
46	O=C(CNC(=O)c1nc[nH]c1C(=O)N1CCNCC1)OCc1ccccc1	7.2%
47	Cc1ccc(C)c(S(=O)(=O)N2CCN(C(=O)c3ccc(OCc4c(C)noc4C)cc3)CC2)c1	-18.7%
48	O=C(NNC(=S)NC(=O)c1ccc(F)cc1)c1ccncc1	13.0%
49	Cc1cc(C)n2nc(C(=O)OCC(=O)N(C)CC(=O)Nc3ccccc3Cl)nc2n1	-8.8%
50	O=C(C1CCCO1)N1CCN(S(=O)(=O)c2cc(C(F)(F)F)ccc2Cl)CC1 (centres undefined)	-4.6%

More structures follow:
item	SMILES	L3MBTL1 inh
51	Cc1ccc(NC(=O)CN2C(=O)NC(C)(CC(C)C)C2=O)c(Br)c1 (centres undefined)	4.4%
52	Nn1c(SCC(=O)N2CCCCCC2)nnc1-c1ccco1	-1.0%
53	O=C(CCCOC(=O)c1ccc(O)cc1O)c1ccc(Br)cc1	-0.4%
54	CCN1CCN(S(=O)(=O)c2ccc(Cl)c(C(=O)NC3CCCCC3)c2)CC1	1.7%
55	Cc1ccc(S(=O)(=O)N2CCOCC2)cc1NC(=O)COC(=O)c1cncc(Br)c1	0.4%
56	COc1cc(OC)cc(-c2c(C#Cc3ccsc3)c3cc(-c4cccc5[nH]cc(C=O)c45)ccc3n2C)c1	0.0%
57	CCOc1ccc(C2NC(=O)c3ccccc3O2)cc1OC (centres undefined)	-0.4%
58	O=C(C1CCN(S(=O)(=O)c2ccc(F)cc2)CC1)N1CCCC(C(F)(F)F)C1 (centres undefined)	2.6%
59	Cc1cc(Cl)ccc1OCC(=O)NNC(=O)C1CCN(c2ncnc3sc(C)c(C)c23)CC1	-1.7%
60	CN(C)C(=O)CCc1ccc2c3c([nH]c2c1)[C@]1(C)[C@@H](C(=O)N2CCOCC2)C[C@H](CC(=O)NC(C)(C)C)C(=O)N1CC3	-1.2%
61	Nc1c(Cl)c(Cl)nc(C(=O)OCC(=O)N2CCCC2=O)c1Cl	-0.4%
62	Cc1ccc(NC(=S)Nc2ccc(F)cc2)cc1C	-10.9%
63	COc1cc2c(cc1OC)C(c1cc(Br)c(OC)c(OC)c1)CC(=O)N2 (centres undefined)	-13.1%
64	Cc1nc(-c2cccc(NC(=O)c3ccc(-n4nccc4C)cc3)c2)cs1	-5.7%
65	C=CCn1c(SCC(=O)NC)nnc1C12CC3CC(CC(C3)C1)C2	-8.2%
66	CCc1ccc(NC(=O)COC(=O)c2nc3nc(C)cc(C)n3n2)cc1	2.0%
67	CC(OC(=O)CCCN=C1NS(=O)(=O)c2ccccc21)C(=O)Nc1ccccc1[N+](=O)[O-] (centres undefined)	-5.4%
68	COc1ccc(-c2csc(NC(=O)c3c(OC)cccc3OC)n2)cc1	-4.7%
69	COc1ccc([C@H]2CC(=O)C=C(c3ccc4ccn(C)c4c3)C2)cc1	-3.3%
70	COc1ccc(S(=O)(=O)N2CCOCC2)cc1NC(=O)CSc1nnnn1C1CC1	2.7%
71	COc1ccc(COC(=O)c2ccc(Cl)c(S(=O)(=O)N3CC(C)OC(C)C3)c2)cc1 (centres undefined)	22.9%
72	CCOC(=O)c1ccc(OCCOc2ccccc2C)cc1	-0.5%[2.29 µM]
73	COc1cc2ccccc2cc1C(=O)Nc1ccc(Cl)cn1	-0.3%[2.29 µM]
74	Nn1c(C2CCC2)nc2cc(Cl)ccc2c1=O	2.8%
75	Cc1cccc(OCC(=O)OC(C)C(=O)Nc2ccc(S(=O)(=O)N3CCCCC3)cc2)c1 (centres undefined)	-13.6%

Given as labelled records: two of the compounds above.
64	Cc1nc(-c2cccc(NC(=O)c3ccc(-n4nccc4C)cc3)c2)cs1
  L3MBTL1 inh: -5.7%

65	C=CCn1c(SCC(=O)NC)nnc1C12CC3CC(CC(C3)C1)C2
  L3MBTL1 inh: -8.2%

(more compounds)
item	SMILES	L3MBTL1 inh
76	CCc1ccc(NC(=O)COC(=O)CCC2CCCC2)cc1	27.6%
77	COc1cc(-c2nc3cnccn3c2NC(C)(C)CC(C)(C)C)ccc1O	-7.0%[2.29 µM]
78	CC12CCC(=O)N1C(C(=O)Nc1cccc(S(=O)(=O)N3CCCCC3)c1)CS2 (centres undefined)	-15.7%
79	CCN(C[C@H]1N[C@@](C)(C(=O)OC)[C@H]2C(=O)N(C)C(=O)[C@@H]12)S(=O)(=O)c1ccccc1	-0.3%
80	COc1ccc(C)cc1NC(=O)COC(=O)c1ccccc1SCC(=O)N1CCCC1	33.5%[activator]
81	Cc1ccc2cccc(OCCCOc3ccccc3F)c2n1	7.2%
82	O=C1CCC[C@@H]2Cc3[nH]c4c(Cl)ccc(Cl)c4c3[C@@H]3CCN1[C@H]23	-0.2%
83	COc1cc(/C=C(\C#N)c2nc3ccccc3[nH]2)ccc1O	-13.3%
84	NC(=O)CCC(=O)N1CCCC(C(=O)c2ccc(C(F)(F)F)cc2)C1 (centres undefined)	3.8%
85	COC(=O)[C@@H]1C[C@@H](C(=O)O)[C@H](C)C1(C)C	-4.5%
86	Cc1noc(C)c1CSCC(=O)N(C)CC(=O)Nc1ccc(F)c(F)c1F	-6.8%
87	COc1ccc(CN(C)C(=O)c2ccc(OCC(=O)N3CCOCC3)c(OC)c2)cc1	4.7%
88	CCC(=O)Nc1ccc(C(=O)COC(=O)CCN2C(=O)C3CC=CCC3C2=O)cc1 (centres undefined)	3.2%
89	O=c1ccc2c(-c3ccccc3S(=O)(=O)O)c3ccc(O)c(O)c3oc-2c1O	0.251µM*
90	C=CCN(Cc1cccc(OC)c1OC)C(=O)Oc1ccccc1	7.2%
91	Cc1nn(-c2ccccc2)c(C)c1C(=O)N1CCN(S(=O)(=O)c2ccccc2)CC1	1.2%
92	Cc1csc(SCC(=O)Nc2oc(C)c3c(C)n[nH]c(=O)c23)n1	5.4%
93	CC(=O)NCCC(=O)Nc1cc(S(=O)(=O)N2CCOCC2)ccc1Oc1ccc(F)cc1	1.1%
94	COc1cccc(C=Nc2ccc(N3CCOCC3)cc2)c1O	-8.6%
95	O=C(COC(=O)CCC(=O)c1ccccc1)NNC(=O)c1ccc(Cl)cc1	-0.9%
96	CC(C)(C)NC(=O)CSc1ccc(S(=O)(=O)N2CCOCC2)cn1	-0.8%
97	CCCCN(C(=O)c1nn(C)c(=O)c2ccccc12)c1c(N)n(CC(C)C)c(=O)[nH]c1=O	3.5%
98	O=c1c2ccccc2oc2ccc(NCCCN3CCOCC3)cc12	-2.7%
99	COc1cc(NC(C)CCc2ccccc2)cc(OC)c1OC (centres undefined)	-11.6%
100	O=C(NCCNc1ccccc1[N+](=O)[O-])c1ccccc1F	-18.0%

Some of these compounds in order of molecular weight, low to high.
item	SMILES	L3MBTL1 inh
99	COc1cc(NC(C)CCc2ccccc2)cc(OC)c1OC (centres undefined)	-11.6%
78	CC12CCC(=O)N1C(C(=O)Nc1cccc(S(=O)(=O)N3CCCCC3)c1)CS2 (centres undefined)	-15.7%
91	Cc1nn(-c2ccccc2)c(C)c1C(=O)N1CCN(S(=O)(=O)c2ccccc2)CC1	1.2%

Continuation.
item	SMILES	L3MBTL1 inh
101	CC(C)C(NC(=O)c1c(F)cccc1F)C(=O)N1CCN(S(=O)(=O)c2ccc(F)cc2)CC1 (centres undefined)	4.0%
102	Cc1ccccc1NC(=O)COC(=O)c1ccc2nc(C)c(C)nc2c1	4.2%
103	O=C(NCc1ccccc1Cl)c1cccc2c1C(=O)c1ccc(-c3ccc(OC(F)(F)F)cc3)cc1S2(=O)=O	9.0%
104	O=S(=O)(NC1CCC(CNS(=O)(=O)c2c(F)cccc2F)CC1)c1ccc2c(c1)OCCO2 (centres undefined)	0.8%
105	NC(=O)C1CCN(c2nc(-c3ccccc3F)cs2)CC1	-9.6%&-5.4%
106	CCCCn1c(N)c(N(CC(C)C)C(=O)c2ccc(N3C(=O)CCC3=O)cc2)c(=O)[nH]c1=O	1.6%
107	CCCCn1c(N)c(N(CC)C(=O)C2=COCCO2)c(=O)[nH]c1=O	1.1%
108	Cc1ccc(C(=O)c2c3ccc(C(F)(F)F)cc3nn2CCC(N)=O)cc1	-8.4%
109	N#CC1(NC(=O)COc2cc(F)ccc2[N+](=O)[O-])CCCCC1	-2.1%
110	CC(=O)N1CCN(C(=O)c2ccc(Cl)c(S(=O)(=O)N3CCc4ccccc43)c2)CC1	5.9%
111	Cc1ccccc1-c1nc2cc(NC(=O)C3CC3)ccc2o1	-9.6%
